uPA generation – inhibitors of cell surface uPA generation | Potency, µM (titrated, usually from 38.3 µM), for the others: at the top dose activity change, negative = inhibition, usual class: inhibitors | 330,000 compounds, 0.31% hits | cell surface uPA generation assay, qHTS; active means well fitted inhibition curve with a large enough effect; inconclusive means small, poorly fitted or top-dose-only effect; inactive means no such curve, though single readings can be large or run the other way; tested in mouse RAW 264.7 cells; further: potency means the concentration at half of the fitted maximal effect; on the % scale 0 is the no-effect control and ±100 the full control effect; nearly all actives have a fitted effect of over 55% in size
B2AR arrestin – recruits beta-arrestin to the human beta2-adrenergic receptor; P07550; beta-arrestin recruitment to beta2AR, cell-based reporter; Potency, µM (titrated, usually from 46.1 µM), without a hit: at the highest dose activation, actives largely listed as activators; 330,000 compounds, 0.02% hits; AID 492947;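 further: potency means the concentration at half of the fitted maximal effect; 0% = DMSO controls and full agonism = EC100 isoproterenol or metaproterenol; nearly all actives have a fitted effect of over 65% in size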
Target sequence (P07550 whole entry, looked up): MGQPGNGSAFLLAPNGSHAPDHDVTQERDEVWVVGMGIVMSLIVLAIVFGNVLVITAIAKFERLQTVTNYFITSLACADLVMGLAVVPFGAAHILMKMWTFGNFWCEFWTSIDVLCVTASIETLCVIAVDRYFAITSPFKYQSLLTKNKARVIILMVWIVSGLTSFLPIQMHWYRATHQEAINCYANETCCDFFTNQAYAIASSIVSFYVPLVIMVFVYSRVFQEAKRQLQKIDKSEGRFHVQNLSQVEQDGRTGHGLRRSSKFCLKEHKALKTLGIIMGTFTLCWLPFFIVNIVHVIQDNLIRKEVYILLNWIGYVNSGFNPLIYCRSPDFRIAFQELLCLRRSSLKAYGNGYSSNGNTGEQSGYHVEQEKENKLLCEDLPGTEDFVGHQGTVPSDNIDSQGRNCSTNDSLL
TSHR antag – human thyrotropin receptor antagonism | TSHR-expressing cells, TSH-stimulated cAMP HTRF, 2 h; active compounds read low | AID 504810 | 330,000 compounds, 0.2% hits | activity change, negative = inhibition, % at 11.5 µM;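 active means activity change below a set negative limit, meaning inhibition stronger than a set level, cut at about -70% in these data; inconclusive means activity change between two set negative limits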; further: on the % scale 0 is the no-effect control and ±100 the full control effect
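Inhibition of cAMP made by TSHR-expressing cells under TSH stimulation (4nM final, EC80; 2 h, 37 deg C) is quantified with a one-step lysis HTRF kit, anti-cAMP cryptate versus cAMP-d2.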
TCR act – activators of T cell receptors; primary human leukocytes, anti-CD3, IL-2 HTRF, 48 h; AID 504894; Potency, µM (top dose mostly 9.22 µM), inactives show top-dose activation of IL-2 secretion, actives largely listed as activators; 330,000 tested, under 10 active; further: % of control where 0% means no effect
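Readout: HTRF IL-2, Eu-cryptate/d2 antibody pair, 320nm excitation, 665nm emission. Stimulus: a-CD3 beads, no co-stimulation. Cells: primary human leukocytes. Exposure: 48 hr with compound.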
Eya2 phos inh – blocks the phosphatase activity of human Eya2. O00167. recombinant Eya2, OMFP fluorescence dephosphorylation (OMFP is methylfluorescein phosphate). Potency, µM (top dose mostly 76.9 µM), for the others: at the highest dose activity, negative = inhibition, hits mostly inhibitors. 330,000 compounds, 0.006% hits. AID 488837; further: potency means the concentration at half of the fitted maximal effect; on the % scale 0 is the no-effect control and ±100 the full control effect
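Eya2 (0.2 uM) preincubated 10 min at ambient with compound, then OMFP substrate added at 50 uM; 10 min reaction in 50 mM HEPES pH 7.5, 50 mM NaCl, 5 uM MgCl2, 0.05% BSA, 1 mM DTT. Fluorescence read at Ex 485/Em 525 nm.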
TSG101-PTAP inh – blocks PTAP/TSG101 interaction to inhibit HIV-1 budding; Q99816; AID 493005; Fluorescence polarization, FITC-PTAP peptide / Tsg101 binding; Potency, µM (doses to about 115 µM), inactives show at the top dose activity change, negative = inhibition, most hits filed as inhibitors; 340,000 tested, under 10 active; active means well fitted inhibition curve with a large enough effect in the main read-out, with a control signal flat, not every such curve was filed as active; inconclusive means small, poorly fitted or top-dose-only effect, or effect the other way, or a change in a side signal; inactive means no such curve, though single readings can be large or run the other way; further: potency means the concentration at half of the fitted maximal effect; % of control where 0% means no effect
Target sequence (Q99816 whole entry, looked up): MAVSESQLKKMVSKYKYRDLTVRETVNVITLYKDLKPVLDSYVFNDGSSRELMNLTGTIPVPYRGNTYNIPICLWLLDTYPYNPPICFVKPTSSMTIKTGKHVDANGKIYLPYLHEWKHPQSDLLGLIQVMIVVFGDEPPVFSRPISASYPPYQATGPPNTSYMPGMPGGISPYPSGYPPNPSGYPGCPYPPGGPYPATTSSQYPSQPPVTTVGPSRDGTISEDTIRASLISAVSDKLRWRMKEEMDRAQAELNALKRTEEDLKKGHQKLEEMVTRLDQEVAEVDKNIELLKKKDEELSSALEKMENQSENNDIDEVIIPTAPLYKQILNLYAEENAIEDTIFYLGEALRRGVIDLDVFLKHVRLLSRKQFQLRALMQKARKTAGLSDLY
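Steps: Tsg101 binding domain dispensed (10 uM final), compounds pinned in DMSO, FITC-labeled PTAP-motif peptide added (50 nM final); after 20 min binding at room temperature, polarization measured.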
ELG1 DNA repair – ELG1-dependent DNA repair inhibition; HEK293T ELG1-luciferase reporter, luminescence, 16 h; DNA damage induced by 5-fluorouridine; Potency, µM (series often up to 46.1 µM), without a hit: at the highest dose activity change, negative = inhibition, most hits filed as inhibitors; 330,000 compounds, 2.3% hits; further: potency means the concentration at half of the fitted maximal effect; on the % scale 0 is the no-effect control and ±100 the full control effect; nearly all actives have a fitted effect of over 55% in size
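Luminescence from the luciferase reporter, measured 30 min after ONE-Glo reagent at room temperature, was the read-out. Beforehand, 2,000 cells per well were exposed for 16 hr at 37 °C to 5-fluorouridine together with compound or vehicle.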
Tb PFK inh – T. brucei PFK enzyme inhibition; Potency, µM (highest dose often 57.5 µM), inactives show at the top dose activity, negative = inhibition, hits mostly inhibitors; T. brucei PFK, ADP-Glo luminescence; 330,000 compounds, 0.17% hits; O15648;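 further: potency means the concentration at half of the fitted maximal effect; 0% = uninhibited 1x PFK enzyme wells and -100% = no-enzyme wells; nearly all actives have a fitted effect of over 60% in size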
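Luminescent ADP detection (ADP-Glo, two-step: ATP depletion then ADP-to-ATP conversion for luciferase) reported PFK activity after 45 min room-temperature reaction of 1.25 nM enzyme with 0.5 mM F6P and 0.1 mM ATP at pH 8.0.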
USP2a block – USP2a (human) protease inhibition; USP2 core, Ub-CHOP2 coupled fluorogenic reporter, 485/531; Potency, µM (series often up to 38.3 µM), without a hit: at the highest dose activity change, negative = inhibition, most hits filed as inhibitors; 330,000 compounds, 0.01% hits;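 further: potency means the concentration at half of the fitted maximal effect; plate controls were DMSO wells for no effect and full inhibition by NEM control for full effect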
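USP2 core (10nM final) preincubated 30min RT with compound in 20mM Tris-HCl pH 8.0, 2mM CaCl2, 2mM beta-mercaptoethanol, 0.05% CHAPS; 25nM Ub-CHOP2 plus 25nM reporter substrate added, fluorescence (Ex485/Em531) read after 60min.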
Chronic BCR inh – blocks chronic active B-cell receptor signaling; Potency, µM (doses to about 46.1 µM), inactives show top-dose ratio change, negative = lower green/red ratio, most hits filed as inhibitors; 340,000 compounds, 0.05% hits; ABC-DLBCL IkBa-CBG/CBR reporter, luminescence ratio, 4 h; active means well fitted inhibition curve with a large enough effect in the signal ratio, with a control signal flat, not every such curve was filed as active; inconclusive means small, poorly fitted or top-dose-only effect, or effect the other way, or a change in a side signal; the % refers to the signal ratio;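 further: potency means the concentration at half of the fitted maximal effect; plate controls were basal doxycycline-induced cells for no effect and cells given 10 µM MG132 for full effect; MG132 reads +100%, hits lower the ratio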
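TMD8 ABC-DLBCL cells carrying doxycycline-inducible green luciferase fused to IkappaBalpha plus unfused red luciferase were exposed to compounds (up to 46 uM) for 4 hrs at 37C. Activity came from the overlap-corrected green/red luminescence ratio.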
Mito fusion act – mitochondrial division inhibition or fusion activation; S. cerevisiae fusion-defective mutant growth rescue, CellTiterGlo 48 h; Potency, µM (top dose mostly 46.1 µM), for inactives: at the top dose growth rescue (activation), most hits filed as activators; 320,000 compounds, 0.23% hits; AID 485298;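 further: potency means the concentration at half of the fitted maximal effect; % of control where 0% means no effect; nearly all actives have a fitted effect of over 45% in size; temperature-sensitive fusion mutants such as fzo1-1 at 37 °C on non-fermentable ethanol glycerol medium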
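Temperature-sensitive fusion-defective S. cerevisiae (e.g. fzo1-1, mgm1-5) were grown with compound in YPEG medium (3% ethanol, 3% glycerol) for 48 hours at 37C. Growth rescue was measured as viability by CellTiterGlo luminescence after 10 minutes at ambient.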
The depositor's hits bear a star; [ ] = another dose, or the depositor's remark. Unless noted, the call rests on the fitted dose curve; in most records, active means well fitted curve in the direction sought with a large enough effect; inconclusive means small, poorly fitted or top-dose-only effect, or another doubt; inactive means no such curve, though single readings can be large; an effect the other way counts as inactive or inconclusive.

How did COC(=O)c1sccc1NC(=O)c1cc(C)on1 do in these assays?
B2AR arrestin: 0.1%; TSHR antag: -6.3; TCR act: -6.4%; Eya2 phos inh: -5.0%; TSG101-PTAP inh: -0.2%; ELG1 DNA repair: 7.6%; Tb PFK inh: 2.9%; USP2a block: -1.6%; Chronic BCR inh: -3.4%; Mito fusion act: 3.2%

Results for COc1ccc(C(=O)NCCSc2ccccc2)cc1 ?
uPA generation: -6.1%; B2AR arrestin: -0.2%; TSHR antag: 2.2; TCR act: 3.7%[46.1 µM]; Eya2 phos inh: -6.9%; TSG101-PTAP inh: -1.6%; ELG1 DNA repair: inconclusive; Tb PFK inh: -0.7%; USP2a block: 2.6%; Chronic BCR inh: inconclusive; Mito fusion act: -0.9%

How did CCN(CC(=O)Nc1ccccc1C(F)(F)F)C(=O)c1ccc(N2C(=O)CCC2=O)cc1 do in these assays?
uPA generation: 9.6%; B2AR arrestin: -0.6%; TSHR antag: 3.4; TCR act: -0.2%; Eya2 phos inh: 6.4%; ELG1 DNA repair: 7.7%; Tb PFK inh: -2.4%; USP2a block: 0.5%; Chronic BCR inh: -4.2%; Mito fusion act: 0.1%

What do the screens show for `COCC(C)NC(=O)c1ccc(CN2CCc3ccccc3C2)cc1` (configuration not stated)?
uPA generation: 0.7%; B2AR arrestin: 0.0%; TSHR antag: -10.9; TCR act: 2.5%; Eya2 phos inh: 3.6%; TSG101-PTAP inh: -8.8%; ELG1 DNA repair: 4.4%; Tb PFK inh: -7.8%; USP2a block: -0.8%; Chronic BCR inh: inconclusive; Mito fusion act: -2.8%

What do the screens show for `NS(=O)(=O)c1ccc(NCc2ccccc2OCc2ccccc2F)cc1`?
uPA generation: -2.9%; B2AR arrestin: -0.4%; TSHR antag: -45.6; TCR act: -1.2%; Eya2 phos inh: 1.2%; TSG101-PTAP inh: -8.2%; ELG1 DNA repair: -2.6%; Tb PFK inh: -0.2%; USP2a block: -0.1%; Chronic BCR inh: 2.5%; Mito fusion act: 6.7%

How did CCN(CC)S(=O)(=O)c1ccc(OC)c(NC(=S)Nc2cccc(C)c2)c1 do in these assays?
B2AR arrestin: 0.2%; TSHR antag: -1.5; TCR act: 6.6%[46.1 µM]; Eya2 phos inh: 1.5%; ELG1 DNA repair: -3.3%; Tb PFK inh: -0.5%; USP2a block: 3.0%; Chronic BCR inh: inconclusive; Mito fusion act: 0.8%

How did CC(C)CN1CCN(Cc2cccn2-c2cccnc2)CC1CCO (configuration not stated) do in these assays?
uPA generation: 4.3%; B2AR arrestin: 0.1%; TSHR antag: 12.1; TCR act: 4.4%; Eya2 phos inh: -17.6%; TSG101-PTAP inh: -1.7%; ELG1 DNA repair: 10.8%; Tb PFK inh: 1.0%; USP2a block: 9.6%; Chronic BCR inh: 9.0%; Mito fusion act: -5.8%

What do the screens show for `CCCCN(C)C(=O)Cn1cnc2sc(C)c(S(=O)(=O)N3CCN(c4ccccc4OC)CC3)c2c1=O`?
uPA generation: -0.8%; B2AR arrestin: 0.1%; TSHR antag: -1.5; TCR act: 0.7%; Eya2 phos inh: 2.0%; TSG101-PTAP inh: -3.9%; ELG1 DNA repair: 5.17µM*; Tb PFK inh: 0.8%; USP2a block: 0.6%; Chronic BCR inh: -4.5%; Mito fusion act: 7.2%

What do the screens show for `COc1ccc(CCNC(=S)N2CCC(C(N)=O)CC2)cc1`?
uPA generation: 1.2%; B2AR arrestin: 0.0%; TSHR antag: 6.8; TCR act: -12.2%; Eya2 phos inh: -1.9%; TSG101-PTAP inh: -4.0%; ELG1 DNA repair: 4.4%; Tb PFK inh: -13.5%; USP2a block: 0.0%; Chronic BCR inh: 3.5%; Mito fusion act: -6.4%

How did COc1ccc(-c2nn(-c3ccccc3)cc2C(=O)Nc2ccc(C(=O)O)cc2)cc1 do in these assays?
uPA generation: -10.2%; B2AR arrestin: 0.2%; TSHR antag: -4.3; TCR act: -0.4%; Eya2 phos inh: -3.8%; TSG101-PTAP inh: 0.3%; ELG1 DNA repair: -8.7%; Tb PFK inh: 2.9%; USP2a block: -1.8%; Chronic BCR inh: inconclusive; Mito fusion act: 17.6%

How did COc1ccccc1/C=C/C=N/N1CCN(c2ccccn2)CC1 do in these assays?
uPA generation: -7.6%; B2AR arrestin: -0.4%; TSHR antag: -5.7; TCR act: -4.2%; Eya2 phos inh: 1.7%; TSG101-PTAP inh: -8.5%; ELG1 DNA repair: -8.1%; Tb PFK inh: -0.9%; USP2a block: 2.4%; Chronic BCR inh: inconclusive; Mito fusion act: 1.4%

What do the screens show for `COc1ccc(CC(=O)Nc2cc(NC(=O)Cc3ccc(OC)c(OC)c3)cc(C(=O)O)c2)cc1OC`?
uPA generation: -0.6%; B2AR arrestin: -0.3%; TSHR antag: 3.0; TCR act: -6.8%; Eya2 phos inh: 6.9%; TSG101-PTAP inh: 1.5%; ELG1 DNA repair: inconclusive; Tb PFK inh: -0.3%; USP2a block: 2.1%; Chronic BCR inh: inconclusive; Mito fusion act: 6.2%

What do the screens show for `COc1ccccc1NC(=O)c1cc(-c2ccc(OC)c(OC)c2)nc2ccccc12`?
uPA generation: 2.7%; B2AR arrestin: -0.2%; TSHR antag: -6.8; TCR act: 7.3%; Eya2 phos inh: -9.2%; TSG101-PTAP inh: -2.4%; ELG1 DNA repair: -6.4%; Tb PFK inh: -4.0%; USP2a block: 2.8%; Chronic BCR inh: -0.6%; Mito fusion act: -1.8%

Results for Cn1c(=O)c2c(nc(Br)n2C)n(C)c1=O ?
uPA generation: 3.8%; B2AR arrestin: -0.1%; TSHR antag: -3.8; TCR act: -7.2%; Eya2 phos inh: 1.4%; TSG101-PTAP inh: -1.7%; ELG1 DNA repair: -0.9%; Tb PFK inh: 2.2%; USP2a block: 1.2%; Chronic BCR inh: inconclusive; Mito fusion act: -1.3%

Results for O=C(CSc1nc2ccccc2[nH]1)N1CCN(S(=O)(=O)c2ccc(Cl)cc2)CC1 ?
uPA generation: 0.3%; B2AR arrestin: -0.6%; TSHR antag: -4.3; TCR act: -6.4%; Eya2 phos inh: -4.0%; TSG101-PTAP inh: -0.3%; ELG1 DNA repair: -6.3%; Tb PFK inh: -5.1%; USP2a block: -12.2%; Chronic BCR inh: 6.0%; Mito fusion act: -0.8%

Results for COC(=O)C1=C(C)NC(C)=C(C(=O)OC)C1C(=O)OCC(=O)c1ccc(F)cc1 ?
uPA generation: 2.2%; B2AR arrestin: -1.0%; TSHR antag: -1.1; Eya2 phos inh: 6.8%; TSG101-PTAP inh: -4.4%; ELG1 DNA repair: -10.8%; Tb PFK inh: 1.0%; USP2a block: 1.9%; Chronic BCR inh: inconclusive; Mito fusion act: 6.8%

Results for COc1ccc(C2=NS(=O)(=O)N(C)C(C(=O)Nc3ccc(F)cc3F)=C2)cc1 ?
uPA generation: 3.2%; B2AR arrestin: -0.2%; TSHR antag: -5.0; TCR act: -0.3%; Eya2 phos inh: 7.8%; TSG101-PTAP inh: 1.6%; ELG1 DNA repair: 6.1%; Tb PFK inh: 0.1%; USP2a block: 1.1%; Chronic BCR inh: 2.2%; Mito fusion act: 3.6%

What do the screens show for `O=C(CCNS(=O)(=O)c1ccc(Br)cc1)NNC(=O)C1COc2ccccc2O1` (configuration not stated)?
uPA generation: -2.9%; B2AR arrestin: 0.5%; TSHR antag: 11.1; TCR act: -4.2%[46.1 µM]; Eya2 phos inh: -23.3%; TSG101-PTAP inh: -6.2%; ELG1 DNA repair: -23.8%; Tb PFK inh: -1.6%; USP2a block: 0.3%; Chronic BCR inh: 1.6%

Results for COC(=O)c1ccc(N2CCN(C)CC2)c(NC(=O)c2cccnc2)c1 ?
uPA generation: -2.3%; B2AR arrestin: 0.1%; TSHR antag: 1.2; TCR act: 2.7%; Eya2 phos inh: -16.1%; TSG101-PTAP inh: -1.3%; ELG1 DNA repair: 26.5%; Tb PFK inh: 0.7%; USP2a block: -2.3%; Chronic BCR inh: -27.5%; Mito fusion act: -4.1%

Results for O=C(NNc1cccc(Cl)n1)Nc1cccc(C(F)(F)F)c1 ?
uPA generation: 1.5%; B2AR arrestin: 0.2%; TSHR antag: 1.7; TCR act: 14.7%[46.1 µM]; Eya2 phos inh: -4.3%; TSG101-PTAP inh: -1.1%; ELG1 DNA repair: -25.1%; Tb PFK inh: -5.3%; USP2a block: -0.1%; Chronic BCR inh: 6.8%; Mito fusion act: -10.4%

How did COc1ccc(C(CNC(=O)c2cccc(S(=O)(=O)N3CCOCC3)c2)N2CCCC2)cc1 (configuration not stated) do in these assays?
uPA generation: 1.2%; B2AR arrestin: -1.0%; TSHR antag: 11.6; TCR act: 0.7%; Eya2 phos inh: 0.9%; TSG101-PTAP inh: -4.1%; ELG1 DNA repair: 17.7%; Tb PFK inh: -2.4%; USP2a block: -0.6%; Chronic BCR inh: 0.3%; Mito fusion act: -1.5%

Screening data deposited in PubChem BioAssay by National Center for Advancing Translational Sciences (NCATS).
